D2 antag: D2 dopamine receptor (human) antagonism. P14416. HEK293 TREx D2 cells, calcium flux, dopamine EC80. inhibition, % at 10 µM. 340,000 tested, 2% active; in the data active = inhibition above about 30%; note: 0% is about no effect
Target sequence (P14416 whole entry, looked up): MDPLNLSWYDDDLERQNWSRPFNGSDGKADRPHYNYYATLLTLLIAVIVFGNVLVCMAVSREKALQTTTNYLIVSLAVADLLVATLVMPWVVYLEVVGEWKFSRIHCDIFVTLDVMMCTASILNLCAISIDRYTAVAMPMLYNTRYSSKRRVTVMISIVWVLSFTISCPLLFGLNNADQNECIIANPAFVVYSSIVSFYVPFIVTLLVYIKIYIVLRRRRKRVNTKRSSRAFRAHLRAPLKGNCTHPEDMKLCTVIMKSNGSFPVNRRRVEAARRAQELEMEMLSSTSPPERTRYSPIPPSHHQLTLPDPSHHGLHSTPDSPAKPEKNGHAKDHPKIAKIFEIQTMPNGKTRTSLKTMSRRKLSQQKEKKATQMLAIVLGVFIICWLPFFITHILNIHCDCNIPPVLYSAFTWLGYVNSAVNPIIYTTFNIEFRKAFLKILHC
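Tetracycline-induced HEK293 TREx cells expressing D2 receptor forced-coupled to calcium signalling, loaded with no-wash calcium dye. Compounds added and calcium flux read 180 s, then dopamine added at EC80 and read a further 180 s.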
RGS4 inhibitor: blocks human RGS4-accelerated GTP hydrolysis. P49798. Transcreener GDP fluorescence polarization, RGS4-accelerated GTP hydrolysis. Potency, µM (series often up to 114 µM), inactives show top-dose activity change, negative = inhibition, hits mostly inhibitors. 390,000 tested, 0.039% active; note: potency is the fitted concentration of half-maximal effect; % is set by controls: 0 for no effect and ±100 for the full control effect; nearly all actives have a fitted effect of over 75% in size; some results filed as inactive show a strong effect at the top dose
Target sequence (P49798 whole entry, looked up): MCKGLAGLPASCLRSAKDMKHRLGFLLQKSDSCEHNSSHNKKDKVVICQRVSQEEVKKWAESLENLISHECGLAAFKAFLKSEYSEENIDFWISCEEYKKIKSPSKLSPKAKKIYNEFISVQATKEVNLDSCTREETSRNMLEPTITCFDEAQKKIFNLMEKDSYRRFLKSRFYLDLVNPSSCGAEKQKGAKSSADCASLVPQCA
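MLSMR compounds (23 nl, pin-transferred) preincubated 10 min at room temperature with a 500nM (2x) first reagent, then RGS4 at 900nM (2x) plus Transcreener GDP mix added; fluorescence polarization (620/688 nm) read before and after 90 min at 30 °C.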
D2 ag: agonists of human D2 dopamine receptor. P14416. HEK293 T-REx D2 cells, calcium flux agonist mode. activation, % at 2 µM. 340,000 tested, 0.53% active. AID 485358;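 active = activation over 3 SD above normal in the single-dose calcium agonist read, cut at about 30% in these data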; note: 0% is about no effect
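In this primary screen, compounds producing a positive calcium signal within 180 s of addition to tetracycline-induced, force-coupled HEK293 Trex D2 cells are flagged; cells are dye-loaded with a no-wash calcium kit beforehand.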
Vif-APOBEC3F blk: inhibitors of Vif-A3F interaction; HeLa A3F-eYFP + Vif (tagged APOBEC3F with the HIV-1 protein that degrades it), YFP fluorescence increase; Potency, µM (highest dose often 46.1 µM), without a hit: at the top dose activity, negative = active; AID 602313; 390,000 tested, 0.2% active; note: potency is the fitted concentration of half-maximal effect; % of control where 0% means no effect; nearly all actives have a fitted effect of over 65% in size
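HeLa cells stably expressing A3F-eYFP plus Vif, plated and incubated overnight at 37 deg C, then exposed to compounds overnight at 37 deg C. Blocked degradation read as raised yellow fluorescence (Ex 488/Em 500-530).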
Vif-APOBEC3G blk: inhibitors of Vif-APOBEC3G interaction; HeLa A3G-eYFP + Vif (tagged APOBEC3G with the HIV-1 protein that degrades it), YFP fluorescence, overnight; Potency, µM (doses to about 46.1 µM), for the others: at the highest dose activity, negative = active, usual class: inhibitors; 410,000 tested, 0.076% active;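 note: potency is the fitted concentration of half-maximal effect; % is set by controls: 0 for no effect and ±100 for the full control effect; nearly all actives have a fitted effect of over 60% in size; hits raise eYFP signal because A3G escapes Vif-driven loss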
Target sequence (Q9HC16 whole entry, looked up): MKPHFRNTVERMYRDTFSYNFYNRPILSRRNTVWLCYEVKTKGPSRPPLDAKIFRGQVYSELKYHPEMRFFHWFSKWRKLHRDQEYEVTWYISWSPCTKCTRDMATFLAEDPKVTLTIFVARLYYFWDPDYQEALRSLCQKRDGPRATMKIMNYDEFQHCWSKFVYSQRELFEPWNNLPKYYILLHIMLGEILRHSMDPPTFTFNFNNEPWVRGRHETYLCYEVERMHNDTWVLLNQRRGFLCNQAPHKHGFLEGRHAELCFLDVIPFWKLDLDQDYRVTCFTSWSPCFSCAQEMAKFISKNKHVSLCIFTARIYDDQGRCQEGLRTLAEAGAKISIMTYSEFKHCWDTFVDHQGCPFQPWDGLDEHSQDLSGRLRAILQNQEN
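Read-out is eYFP fluorescence (Ex 488/Em 500-530) from Vif-expressing HeLa A3G-eYFP cells; more signal means A3G escaped Vif-mediated degradation. Cells plated overnight, compound pinned in, incubated overnight at 37 deg C.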
12-LOX inh: inhibitors of human 12S-lipoxygenase ALOX12; purified 12hLO, xylenol orange hydroperoxide absorbance; Potency, µM (titrated, usually from 108 µM), for inactives: at the top dose activity change, negative = inhibition, most hits filed as inhibitors; 580,000 tested, 1.1% active; note: potency is the fitted concentration of half-maximal effect; % is set by controls: 0 for no effect and ±100 for the full control effect
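Purified human 12hLO (150 nM final) in 25 mM Hepes, 0.01% Triton X-100, pH 7.0 was preincubated 15 min at room temperature with compound. Then 40 uM arachidonic acid was added, 30 min. Hydroperoxide was read by Fe-XO absorbance ratio 573/405 nm.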
ERG Ets-DNA blk: inhibitors of human ERG Ets domain-DNA interaction | P11308 | fluorescence polarization, His-ERG Ets domain / labelled DNA | Potency, µM (doses to about 76.9 µM), for inactives: at the highest dose FP activity, negative = inhibition, actives largely listed as inhibitors | 370,000 tested, 0.028% active | AID 624246; active = well fitted inhibition curve with a large enough effect in the polarisation, with a control signal flat; inconclusive = small, poorly fitted or top-dose-only effect, or effect the other way, or a change in a side signal; inactive = no such curve, though single readings can be large or run the other way; the % refers to the polarisation;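 note: polarization taken with two DNA probes labelled with fluorescein and Texas red; potency is the fitted concentration of half-maximal effect; % of control where 0% means no effect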
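His-tagged ERG Ets domain (1 uM in the protein solution; 300mM KCl, 50mM Tris-HCl, 1mM EDTA, 1mM DTT, pH 7.5) received compound, then a probe mix of 5 nM fluorescein-DNA and 100nM Texas-615-DNA. Fluorescence polarization was read for both dyes.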
LDHA inh: inhibitors of human lactate dehydrogenase A; P00338; purified LDHA, NADH/diaphorase-resazurin fluorescence; active compounds read low; activity change, % (values are at about 110 or 230 µM); 480,000 tested, 0.15% active; in the data active = activity change below about -30%; inconclusive = mostly about -25% to -30%;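 note: plate controls were DMSO wells for no effect and wells without enzyme for full effect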
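Human LDH5 (2 nM) was incubated with 0.06 mM NADH and 0.2 mM pyruvate for 5 min at room temperature in Tris pH 7.4. Remaining NADH was coupled through diaphorase/resazurin, and resorufin fluorescence was read at 0 and 20 min.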
Glioma ERSR ind: induces the endoplasmic reticulum stress response in human glioma cells. U87-MG GRP78 promoter luciferase reporter, 16 h. 420,000 tested, 0.02% active. Potency, µM, inactives show top-dose activation, hits mostly activators; note: potency is the fitted concentration of half-maximal effect; series mostly up to about 76 µM; % of control where 0% means no effect; nearly all actives have a fitted effect of over 35% in size
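Stably transfected U87-MG human glioma cells carrying a GRP78-based luminescent sensor were seeded at 1000 cells/well, pin-dosed with compounds and incubated 16 h. Luciferase reagent was then added, and end-point luminescence was read after 10 min at room temperature.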
* hit, by the source's call; i = inactive; ? = inconclusive; nt = no result given; & = joins results of further samples; [ ] = remark or other dose. Unless noted, calls come from the whole dose curve; as a rule, active = well fitted curve in the direction sought with a large enough effect; inconclusive = small, poorly fitted or top-dose-only effect, or another doubt; inactive = no such curve, though single readings can be large; an effect the other way counts as inactive or inconclusive. These rows are one share of the data; the hit share may differ from the screen's.

Values in the order – D2 antag	RGS4 inhibitor	D2 ag	Vif-APOBEC3F blk	Vif-APOBEC3G blk	12-LOX inh	ERG Ets-DNA blk	LDHA inh	Glioma ERSR ind
COc1ccc(NC(=O)C2CC(=O)N(c3ccc(C)cc3)C2)cc1S(=O)(=O)N1CCCCC1 (configuration not stated)
→ nt	nt	nt	-10%	1%	-19%	nt	-2	1%
Cc1ccc(C2/C=C\CC(NC(=O)OCC3c4ccccc4-c4ccccc43)CC(=O)N2Cc2ccccc2)cc1 (configuration not stated)
→ nt	-15%	nt	8%	-2%	-47%	0%	2	0%
Cc1oc2c(C)c(O)ccc2c(=O)c1-c1cnn(-c2ccccc2)c1
→ -13	-16%	-0.6	-12%	-20%	-24%	3%	-12	9%
CCCOc1ccc(CNC(=O)CCCN2C(=O)CSc3c2c(C)nn3-c2ccccc2)cc1
→ nt	-2%	0.8	9%	2%	?	2%	0	-6%
COc1ccc(OC)c(CNS(=O)(=O)c2ccc3c(c2)oc(=O)n3C)c1
→ nt	8%	-0.2	nt	nt	-14%	0%	-6	nt
CC(=O)c1cc(CN2CCC(n3nccc3NC(=O)c3ccccc3Cl)CC2)cs1
→ -16	5%	0.3	8%	-5%	4%	-5%	-5	0%
CCN1CCCC1CNC(=O)c1ccc2c(c1)NC(=O)/C(=C\c1ccccc1F)S2 (configuration not stated)
→ nt	nt	nt	5%	-24%	?	nt	-9	-6%
Cc1ccc(CN2C(=O)C(C)Oc3ccc(C)cc32)cc1 (configuration not stated)
→ nt	nt	nt	nt	-1%	0%	nt	-9	-3%
CC(=O)Nc1nc(-c2ccc(Cl)cc2)ns1
→ -3	11%	3.0	-25%	0%	?	nt	-7	0%
Cc1cc(C)n(C(=O)CN2C(=O)c3ccccc3C2=O)n1
→ 3	3%	-0.6	-2%	0%	17%	nt	-6	-4%
O=C(Nc1sc2c(c1C(=O)O)CCC2)c1ccccc1Cl
→ 0	2%	0.0	5%	-7%	-5%	-2%	-11	-3%
CC(=O)n1cc(/C=N/NC(=O)c2sc(C)nc2C)c2ccccc21
→ -15	21%	1.1	-2%	?	-20%	-5%	-11	2%
CCCN(C(=O)C1CSC2(C)CCC(=O)N12)c1c(N)n(Cc2ccccc2)c(=O)[nH]c1=O (configuration not stated)
→ 6	18%	-0.1	-5%	2%	-5%	-15%	-5	-2%
CC1CCN(CC(O)COC2CC(C)CC(C)(C)C2)CC1 (configuration not stated)
→ nt	-14%	nt	-1%	4%	17%	13%	0	-5%
O=C(CSc1ccc(-c2ccccn2)nn1)NCc1ccccc1
→ 7	-21%	-1.1	-3%	1%	?	1%	0	3%
Cc1nn(CC(=O)NCc2cccnc2)c(=O)c2ccccc12
→ 10	-9%[11.4 µM]	0.9	11%	-5%	?	-2%	-8	-4%
COc1ccc(OC)c(Nc2cc(C)c3ccccc3n2)c1
→ 9	-26%	0.0	-16%	-26%	10%	3%	4	-3%
CCCNC(=O)C1(C)CCN(Cc2ccc(Cl)c(Cl)c2)C1 (configuration not stated)
→ nt	nt	nt	nt	-1%	?	nt	-3	0%
O=C(O)c1cc(NC(=O)c2ccc3c(c2)C(=O)N(Cc2cccnc2)C3=O)cc(C(=O)O)c1
→ -8	12%	0.6	2%	2%	13%	11%	-2	-4%
Cc1ccc(-c2nnc(Nc3ccc(S(N)(=O)=O)cc3)c3ccccc23)cc1S(=O)(=O)N1CCOCC1
→ nt	5%	0.4	2%	-2%	-3%	-1%	-10	-1%
N=c1c2c(ncn1Cc1ccco1)Oc1c(ccc3ccccc13)C2c1ccccc1 (configuration not stated)
→ -9	-13%	1.0	-6%	-14%	-13%	2%	-6	-2%
N/N=c1\sc2ccccc2n1-c1ccccc1
→ -11	-10%	-0.9	10%	-1%	-24%	-2%	-8	-2%
COc1ccc(-c2nc(C#N)c(NCCc3ccccc3)o2)cc1OC
→ 15	-43%	0.3	1%	0%	3%	9%	0	1%
CCOC(=O)Cc1csc(SCC(=O)c2c(N)n(CC(C)C)c(=O)n(C)c2=O)n1
→ 5	11%	0.3	-18%	-1%	-12%	6%	-9	0%
CCOC(=O)c1ccc(N2C(=O)C(O)=C(C(C)=O)C2c2ccc(O)c(OC)c2)cc1 (configuration not stated)
→ -5	-31%	1.0	9%	4%	?	0%	-2	-1%
Cc1ccc(Nc2cc(C)nc3ccc(C)cc23)cc1
→ -10	15%	0.9	-12%	6%	-18%	1%	0	-3%
CC(C)OCCCNC(=O)C(=O)NCCCOC(C)C
→ nt	1%[56.9 µM]	nt	-2%	2%	0%	-10%	0	-5%
Cc1cc(/C=N/n2cnnc2)c(C)n1-c1ccc(OCc2ccc(Cl)cc2)cc1
→ 14	?	0.5	?	1%	-11%	12%	-1	1%
CCOc1ccc(NC(=O)c2cccs2)c([N+](=O)[O-])c1
→ 26	-10%	-0.8	5%	-5%	33%[activator]	2%	0	-6%
CC1Cc2ccccc2N1C(=O)COC(=O)Cn1cnc2ccccc2c1=O (configuration not stated)
→ -6	-21%	-0.1	-3%	1%	-19%	-12%	-1	1%
CCCCc1nnc(NC(=O)CCS(=O)(=O)Cc2ccccc2)s1
→ -22	-20%	0.2	2%	-3%	i	-3%	-5	-3%
Cc1c(-c2cccs2)[n+](=O)c2c(n1[O-])CCC2
→ 22	9%	0.5	-4%	-2%	0%	1%	-4	-2%
CCOc1ccc(CCNC(=O)CCC(=O)N2CCSc3ccccc32)cc1OCC
→ -8	-41%	-0.3	3%	-7%	6%[57.4 µM]	-7%	1	-6%
Cc1cccc2c1NC(=O)C2=O
→ nt	-36%	nt	-16%	-1%	-29%	-2%	-1	-4%
Cc1ccn(C(=O)c2ccc(NC(=O)C3CCCCC3)cc2)n1
→ -6	13%	-0.2	-5%	-8%	0%	1%	2	5%
Cc1cccc(NC(=O)CCNC(=O)c2ccc(Br)cc2)c1
→ 21	-9%	0.0	11%	-1%	7%	3%	-10	5%
COc1ccc(S(=O)(=O)NCCC(=O)NCc2cccs2)cc1
→ 2	-19%	-1.2	0%	-10%	20%	0%	0	-3%
COc1ccc(-c2ccc(CN3C(C(C)C)C(=O)N(Cc4cn(CCC5OCCO5)nn4)CCS3(=O)=O)cc2)cc1 (configuration not stated)
→ nt	nt	nt	3%	-1%	1%	nt	2	-5%
O=C(NCc1ccco1)/C(=C/c1ccc(C(F)(F)F)cc1)c1nc2ccccc2[nH]1
→ 6	-1%[11.4 µM]	-0.3	?	0%	-1%	6%	1	?
Nc1cc(=O)[nH]c(=O)n1CC1CC1
→ 7	8%	0.5	5%	1%	-6%	5%	-6	-5%

Part of the list above, as labelled records:
> N/N=c1\sc2ccccc2n1-c1ccccc1
  D2 antag: -11	RGS4 inhibitor: -10%	D2 ag: -0.9	Vif-APOBEC3F blk: 10%	Vif-APOBEC3G blk: -1%	12-LOX inh: -24%	ERG Ets-DNA blk: -2%	LDHA inh: -8	Glioma ERSR ind: -2%
> CCOc1ccc(CCNC(=O)CCC(=O)N2CCSc3ccccc32)cc1OCC
  D2 antag: -8	RGS4 inhibitor: -41%	D2 ag: -0.3	Vif-APOBEC3F blk: 3%	Vif-APOBEC3G blk: -7%	12-LOX inh: 6%[57.4 µM]	ERG Ets-DNA blk: -7%	LDHA inh: 1	Glioma ERSR ind: -6%
> COc1ccc(S(=O)(=O)NCCC(=O)NCc2cccs2)cc1
  D2 antag: 2	RGS4 inhibitor: -19%	D2 ag: -1.2	Vif-APOBEC3F blk: 0%	Vif-APOBEC3G blk: -10%	12-LOX inh: 20%	ERG Ets-DNA blk: 0%	LDHA inh: 0	Glioma ERSR ind: -3%

The listing continues:
Values in the order – D2 antag	RGS4 inhibitor	D2 ag	Vif-APOBEC3F blk	Vif-APOBEC3G blk	12-LOX inh	ERG Ets-DNA blk	LDHA inh	Glioma ERSR ind
CS(=O)(=O)c1ccccc1C(=O)N1CCN(Cc2ccccc2)CC1
→ nt	-2%	nt	-2%	3%	34%[activator]	17%	-5	-7%
CCc1ccc(C(=O)/C=C/c2cnn(C)c2C)s1
→ -1	-31%	-0.9	-8%	2%	-26%	1%	0	0%
O=C(NNC(=S)Nc1ccc(F)cc1)C1CC1c1ccc(Cl)cc1 (configuration not stated)
→ 0	3%	0.2	-12%	5%	?	2%	-8	-1%
Cn1nc(C(C)(C)C)cc1C(=O)NN1CCOCC1
→ 2	-19%	1.4	1%	-1%	0%	-11%	-2	-5%
COC(=O)c1sccc1NC(=O)/C=C\c1ccc(Cl)cc1Cl
→ -14	9%[11.4 µM]	0.4	-13%	0%	40%[activator]	-1%	-3	0%
Nc1ccc(N=Nc2ccccc2)c(N)n1
→ 26	7%	-1.7	-16%	2%	?	-15%	-6	6%&2%&1%&3%
C/C(=N/NC(=O)CNC(=O)c1cccs1)c1ccc(Cl)cc1
→ nt	24%	nt	1%	-1%	-13%	11%	-5	0%
CC1(C(=O)NCc2ccc3c(c2)OCO3)CCN1C(=O)Cc1cccc2ccccc12 (configuration not stated)
→ nt	nt	nt	nt	0%	?	nt	-7	-1%
CCOC(=O)C1=C(C)NC(C)=C(C(=O)OCC)C1C(=O)OCC(=O)Nc1ccc(NC(C)=O)cc1
→ nt	nt	nt	-5%	1%	?	nt	-8	-3%
COc1cc2c(c(OC)c1OC)-c1ccc(N(C)CC(OC)OC)c(=O)cc1[C@@H](NC(C)=O)CC2
→ -4	4%	2.6	-1%	?	-23%	-3%	3	-6%
